# Screening data from PubChem.
# Eya2 phos inh: inhibitors of human Eya2 phosphatase activity; recombinant Eya2, OMFP fluorescence dephosphorylation (OMFP is methylfluorescein phosphate); 330,000 compounds, 0.006% hits; Potency, µM (highest dose often 76.9 µM), without a hit: top-dose activity, negative = inhibition, usual class: inhibitors; note: potency is the fitted concentration of half-maximal effect; % is set by controls: 0 for no effect and ±100 for the full control effect
#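 Eya2 protein (added as 0.2 uM solution) was preincubated with compound for 10 min at ambient temperature in 50 mM HEPES pH 7.5, 50 mM NaCl, 5 uM MgCl2, 0.05% BSA, 1 mM DTT. OMFP (added at 50 uM) then reacted 10 min; fluorescence read at 485/525 nm.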
# PTAP TSG101 blk: blocks PTAP/TSG101 interaction to inhibit HIV-1 budding; Fluorescence polarization, FITC-PTAP peptide / Tsg101 binding; Potency, µM (highest dose often 115 µM), inactives show at the highest dose activity change, negative = inhibition, most hits filed as inhibitors; 340,000 tested, under 10 active; AID 493005; active = well fitted inhibition curve with a large enough effect in the main read-out, with a control signal flat, not every such curve was filed as active; inconclusive = small, poorly fitted or top-dose-only effect, or effect the other way, or a change in a side signal; inactive = no such curve, though single readings can be large or run the other way; note: potency is the fitted concentration of half-maximal effect; % of control where 0% means no effect
# Target sequence (Q99816 whole entry, looked up): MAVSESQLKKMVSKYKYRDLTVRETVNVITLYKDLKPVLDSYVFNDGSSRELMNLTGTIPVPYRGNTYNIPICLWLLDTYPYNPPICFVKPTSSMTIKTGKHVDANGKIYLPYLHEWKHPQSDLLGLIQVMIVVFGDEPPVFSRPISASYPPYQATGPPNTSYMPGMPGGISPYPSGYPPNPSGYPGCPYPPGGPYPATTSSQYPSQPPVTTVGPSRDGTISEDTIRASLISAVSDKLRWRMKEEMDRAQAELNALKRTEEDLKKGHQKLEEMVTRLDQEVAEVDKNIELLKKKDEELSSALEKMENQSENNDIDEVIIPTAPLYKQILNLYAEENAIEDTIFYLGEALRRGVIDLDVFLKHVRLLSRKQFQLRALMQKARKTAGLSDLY
#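 FP read-out: FITC-PTAP peptide, 50 nM final, binding Tsg101 binding domain, 10 uM final; 20 min, r.t.; 10 mM HEPES pH 7.5, 0.15 M NaCl, 0.01% Tween 20, 3 mM EDTA, 0.1 mM TCEP.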
# Tb PFK inh: inhibitors of T. brucei phosphofructokinase; O15648; T. brucei PFK, ADP-Glo luminescence; Potency, µM (highest dose often 57.5 µM), without a hit: at the top dose activity, negative = inhibition, actives largely listed as inhibitors; 330,000 compounds, 0.17% hits;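 note: potency is the fitted concentration of half-maximal effect; 0% = uninhibited 1x PFK enzyme wells and -100% = no-enzyme wells; nearly all actives have a fitted effect of over 60% in size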
# Target sequence (O15648 whole entry, looked up): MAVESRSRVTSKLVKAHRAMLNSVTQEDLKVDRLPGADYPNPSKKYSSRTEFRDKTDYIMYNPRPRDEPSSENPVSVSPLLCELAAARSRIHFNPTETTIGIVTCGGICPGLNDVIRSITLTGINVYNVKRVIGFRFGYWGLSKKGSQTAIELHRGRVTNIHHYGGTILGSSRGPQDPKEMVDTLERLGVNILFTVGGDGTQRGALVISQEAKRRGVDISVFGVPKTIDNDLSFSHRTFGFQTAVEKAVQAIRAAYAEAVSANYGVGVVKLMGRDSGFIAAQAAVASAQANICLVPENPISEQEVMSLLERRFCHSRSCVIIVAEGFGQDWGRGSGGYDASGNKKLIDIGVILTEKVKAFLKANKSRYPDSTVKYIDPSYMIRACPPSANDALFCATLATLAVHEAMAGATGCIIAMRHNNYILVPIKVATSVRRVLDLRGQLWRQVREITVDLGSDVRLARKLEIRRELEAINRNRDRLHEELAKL
#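 Luminescent ADP detection (ADP-Glo, two-step: ATP depletion then ADP-to-ATP conversion for luciferase) reported PFK activity after 45 min room-temperature reaction of 1.25 nM enzyme with 0.5 mM F6P and 0.1 mM ATP at pH 8.0.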
# S-ASM inh: human S-ASM enzyme inhibition; P17405; placental ASM, HMU-PC fluorogenic substrate, 60 min; Potency, µM (series often up to 57.5 µM), for the others: at the top dose activity change, negative = inhibition, usual class: inhibitors; 340,000 compounds, 0.006% hits; AID 504937; note: potency is the fitted concentration of half-maximal effect
#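 Steps: dispense placental human ASM, pin compound, wait 10 min at room temperature, add HMU-PC0 substrate at 9 uM final, incubate 60 min at 37 °C, add stop solution raising pH to 10, read fluorescence.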
# ELG1 DNA repair: ELG1-dependent DNA repair inhibition. 330,000 compounds, 2.3% hits. HEK293T ELG1-luciferase reporter, luminescence, 16 h; DNA damage induced by 5-fluorouridine. Potency, µM (titrated, usually from 46.1 µM), for the others: at the top dose activity change, negative = inhibition, usual class: inhibitors; note: potency is the fitted concentration of half-maximal effect; % is set by controls: 0 for no effect and ±100 for the full control effect; nearly all actives have a fitted effect of over 55% in size
#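 DMSO vehicle served as the neutral condition. Each well held 2,000 cells given 5-fluorouridine plus compound; after 16 hr at 37 °C/5% CO2, ONE-Glo was added and luciferase measured 30 min later.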
# BCR signal inh: inhibitors of chronic active B-cell receptor signaling; AID 493014; 340,000 compounds, 0.05% hits; Potency, µM (titrated, usually from 46.1 µM), for the others: at the top dose ratio change, negative = lower green/red ratio, hits mostly inhibitors; ABC-DLBCL IkBa-CBG/CBR reporter, luminescence ratio, 4 h; active = well fitted inhibition curve with a large enough effect in the signal ratio, with a control signal flat, not every such curve was filed as active; inconclusive = small, poorly fitted or top-dose-only effect, or effect the other way, or a change in a side signal; the % refers to the signal ratio;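 note: potency is the fitted concentration of half-maximal effect; plate controls were basal doxycycline-induced cells for no effect and cells given 10 µM MG132 for full effect; MG132 reads +100%, hits lower the ratio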
#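 Cell line TMD8 (human ABC DLBCL), stably expressing tet-inducible CBG68-IkBa fusion and CBR; IMDM/0.5% FBS; cpd up to 46 uM; dox induction, 4 h, 37C/5% CO2; dual luminescence; green/red ratio; MG132 control.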
# Mito fusion yeast: mitochondrial division inhibition or fusion activation; 320,000 compounds, 0.23% hits; S. cerevisiae fusion-defective mutant growth rescue, CellTiterGlo 48 h; Potency, µM (doses to about 46.1 µM), without a hit: top-dose growth rescue (activation), hits mostly activators; AID 485298;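 note: potency is the fitted concentration of half-maximal effect; % of control where 0% means no effect; nearly all actives have a fitted effect of over 45% in size; temperature-sensitive fusion mutants such as fzo1-1 at 37 °C on non-fermentable ethanol glycerol medium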
#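 Temperature-sensitive fusion-defective S. cerevisiae (e.g. fzo1-1, mgm1-5) were grown with compound in YPEG medium (3% ethanol, 3% glycerol) for 48 hours at 37C. Growth rescue was measured as viability by CellTiterGlo luminescence after 10 minutes at ambient.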
# TCR act: activators of T cell receptors. primary human leukocytes, anti-CD3, IL-2 HTRF, 48 h. Potency, µM (highest dose often 9.22 µM), inactives show at the highest dose activation of IL-2 secretion, usual class: activators. 330,000 tested, under 10 active; note: % of control where 0% means no effect
#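 TCR engagement came from a-CD3 beads alone, with compounds added to primary human leukocytes for 48 hr. Secreted IL-2 bridged europium cryptate- and d2-labelled anti-IL-2 antibodies, giving FRET emission at 665nm after 320nm excitation.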
# A-T KAP1 phos: candidate therapy for ataxia-telangiectasia. […] A-T fibroblasts, KAP-1 phosphorylation AlphaLISA; neocarzinostatin DNA damage 30 min before lysis. Potency, µM (doses to about 57.5 µM), for the others: at the highest dose activation, most hits filed as activators. 320,000 compounds, 0.19% hits. AID 485349; note: potency is the fitted concentration of half-maximal effect; % of control where 0% means no effect; nearly all actives have a fitted effect of over 45% in size
#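 hTERT-immortalized A-T patient fibroblasts ([…]), 500 cells/well in OPTI-MEM, 1% FBS, got compounds for 60 min, then NCS for 30 min at 37C. Lysates were then assayed for phospho-KAP-1 by AlphaLISA (anti-pKAP1 donor, anti-KAP1 acceptor beads), 6 hr at 25C.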
# TSHR antag: antagonists of human thyroid stimulating hormone receptor; activity change, negative = inhibition, % at 11.5 µM; TSHR-expressing cells, TSH-stimulated cAMP HTRF, 2 h; stronger effect = lower value; AID 504810; 330,000 compounds, 0.2% hits; P16473;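 active = activity change below a set negative limit, meaning inhibition stronger than a set level, cut at about -70% in these data; inconclusive = activity change between two set negative limits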; note: % is set by controls: 0 for no effect and ±100 for the full control effect
#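 Freshly harvested TSHR cells receive pin-tooled compound, then EC80 TSH at 4nM final. After 2 hours at 37 deg C, antibody in lysis buffer and cAMP-d2 are added; 30 minutes at ambient temperature precede the HTRF read.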
# Integrin act MD: activates integrin-mediated alleviation for muscular dystrophy | alpha7betagal myoblasts, beta-gal FDG fluorescence, 48 h | Potency, µM (titrated, usually from 38.3 µM), inactives show at the highest dose activation, actives largely listed as activators | 350,000 compounds, 0.064% hits | AID 624291;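 note: potency is the fitted concentration of half-maximal effect; 100% = response of the positive control SU9516; nearly all actives have a fitted effect of over 60% in size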
#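 alpha7betagal+/- myoblasts (passage 13, 250/well) treated 48 h at 37C with compounds at 1:260 dilution of DMSO stock. Lysed, then beta-galactosidase activity read as FDG fluorescence (ex 480/em 540) after 30 min, with pre-read for autofluorescence.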
# The depositor's hits bear a star; ? = inconclusive; / = no result given; [ ] = dose if it differs, or a comment. Unless noted, calls come from the whole dose curve; as a rule, active = well fitted curve in the direction sought with a large enough effect; inconclusive = small, poorly fitted or top-dose-only effect, or another doubt; inactive = no such curve, though single readings can be large; an effect the other way counts as inactive or inconclusive. Rows are unselected; overall some 3.2% were active at least once.
SMILES,Eya2 phos inh,PTAP TSG101 blk,Tb PFK inh,S-ASM inh,ELG1 DNA repair,BCR signal inh,Mito fusion yeast,TCR act,A-T KAP1 phos,TSHR antag,Integrin act MD
CC(=O)N(C(C)=O)c1cccc2c(N(C(C)=O)C(C)=O)cccc12,-22%,0%,2%,2%,16%,2%,-1%,1%,-6%,4,-1%[7.66 µM]
Cc1noc(C)c1COc1ccccc1C(=O)N(C)CC(=O)Nc1ccc(Cl)c(Cl)c1,15%,0%,-1%,?,?,-11%,5%,-4%,-1%,-16,-16%
O=C(CCc1nnc(-c2ccsc2)o1)N1CCc2c(Cl)cccc2C1,-4%,-2%,-2%,-6%,?,-4%,9%,-6%,2%[11.5 µM],-2,-10%
COC(=O)CSc1nc(N)c2c3c(sc2n1)CCCC3,14%,-7%,3%,0%,24%,?,9%,-1%,3%,-6,25%
O=C(O)CN1C(=O)S/C(=C\c2cccnc2)C1=O,-13%,-12%,-1%,3%,9%,0%,2%,-4%,6%,8,16%
O=C(COC(=O)C1=NN(c2ccccc2)C(=O)CC1)Nc1nc(-c2ccc(F)cc2)cs1,-3%,-2%,0%,-7%,?,7%,/,8%,6%,-12,23%
COC(=O)C(Cc1ccc(OC(=O)c2ccccc2C)cc1)N1Cc2ccccc2C1=O (stereo not drawn),-5%,-2%,0%,7%,-1%,?,14%,3%,-9%,-1,25%
COc1ccc(OC)c(S(=O)(=O)Nc2cccc(F)c2)c1,-9%,0%,1%,1%,-7%,-23%,3%,1%,24%,16,22%
COc1ccc(NC(=O)c2ccc3c(c2)C(=O)N(CC2CCCO2)C3=O)cc1 (stereo not drawn),-4%,-3%,2%,-3%,1%,?,-2%,-14%,8%,-19,10%
CC(C)Cn1c(-c2ccccc2F)n[nH]c1=S,1%,5%,-2%,4%,10%,-10%,-8%,0%,-3%,-22,-4%
COc1ccc(C(=O)OC(C)C(=O)NC2CCCc3ccccc32)cc1OC (stereo not drawn),2%,-7%,1%,0%,?,?,1%,0%,-1%,5,-25%
O=C(NCc1ccc(F)cc1)c1cc2c(s1)CCCC2,4%,-9%,-14%,-2%,22%,?,5%,-4%,-2%,1,13%
CO/C(N)=C(\C#N)N=Cc1ccccc1Cl,-8%,1%,-5%,0%,?,19%,6%,-2%,1%,1,18%
O=C(O)CC1=C(Nc2ccccc2)C(=O)N(c2ccccc2)C1c1ccc(Cl)cc1 (stereo not drawn),-29%,-9%,0%,1%,0%,?,3%,8%,9%,-11,-23%
NC(=O)C(c1ccccc1)C1CCCCC1 (stereo not drawn),3%,-5%,2%,0%,-3%,1%,2%,4%,1%,6,0%
Cc1ccccc1CN(c1ccc(C(=O)NCC2CCCO2)cc1)S(C)(=O)=O (stereo not drawn),6%,0%,0%,1%,-5%,1%,-2%,2%[46.1 µM],17%,-8,0%
Cc1cccnc1NC(=O)Nc1ccc(Cl)cc1,?,1%,-3%,-1%,?,1%,0%,-1%,-5%,8,13%
CCOC(=O)C(=Cc1ccc(-n2cncn2)cc1)C(=O)OCC,9%,0%,1%,3%,18µM*,?,-1%,3%,12%,3,-55%[inhibitor]
COc1cc([N+](=O)[O-])ccc1NC(=O)CSc1nnc(C)c(C)n1,6%,1%,-3%,-1%,-4%,-1%,6%,-2%,-5%,-5,0%
CCOC(=O)c1c(CN2CCN(CCO)CC2)n(-c2ccccc2)c2cc(Br)c(O)cc12,-1%,-5%,-2%,-3%,?,?,-2%,6%,5%,-3,-56%[inhibitor]

# Next part; the last 2 above are carried over.
SMILES,Eya2 phos inh,PTAP TSG101 blk,Tb PFK inh,S-ASM inh,ELG1 DNA repair,BCR signal inh,Mito fusion yeast,TCR act,A-T KAP1 phos,TSHR antag,Integrin act MD
COc1cc([N+](=O)[O-])ccc1NC(=O)CSc1nnc(C)c(C)n1,6%,1%,-3%,-1%,-4%,-1%,6%,-2%,-5%,-5,0%
CCOC(=O)c1c(CN2CCN(CCO)CC2)n(-c2ccccc2)c2cc(Br)c(O)cc12,-1%,-5%,-2%,-3%,?,?,-2%,6%,5%,-3,-56%[inhibitor]
Cc1ccc(S(=O)(=O)c2c[nH]c3ccc(C)cc3c2=O)cc1,-27%,-5%,-2%,4%,-5%,2%,7%,-3%,-9%,1,39%
Cc1[nH]c2ccccc2c1/C=N/NC(=S)NC(C)C,-25%,10%,-4%,-16%,-4%,-1%,-3%,-10%,0%,-2,-2%
CCOC(=O)[C@@H]1[C@H]2COc3ccccc3[C@@H]2N2C(=O)N(c3ccc(C)cc3)C(=O)[C@@]12C,-3%,-5%,0%,0%,16%,-1%,/,4%,1%,-4,18%
CCCCn1c(=S)[nH]c2ncccc2c1=O,-17%,-2%,-1%,3%,11%,4%,-6%,2%,1%,1,2%
CCOCCCn1c(SCC(=O)NCc2ccc3c(c2)OCO3)nc2ccccc2c1=O,-3%,-4%,2%,-3%,?,-1%,-9%,11%,0%,-4,13%
Cc1cccc(C(=O)NC2CCN(C(=O)NCc3ccccc3)CC2)c1,7%,-3%,3%,-7%,-9%,5%,0%,2%,-2%,-6,9%
CCN1CC(CN(C)Cc2nc(COc3ccccc3)no2)CC1=O (stereo not drawn),-1%,-2%,-5%,3%,4%,1%,1%,-2%,-7%,-1,10%
CS(=O)(=O)N1CCN(c2ccccc2NC(=O)c2ccc(-c3ccc(Cl)cc3Cl)o2)CC1,-3%,0%,4%,-2%,?,15%,21%,-3%,35%,4,27%
CCn1nc(C(=O)N2CCN(Cc3ccc4c(c3)OCO4)CC2)c2ccccc2c1=O,28%,-4%,0%,4%,-13%,-1%,17%,-9%,1%,6,4%
COc1ccc(CCN(C(=O)C(F)(F)F)C(C(=O)NC2CCCC2)c2cccs2)cc1 (stereo not drawn),-21%,1%,-1%,-15%,-7%,18%,5%,1%,7%,-19,4%
CN1C(=O)/C(=C/c2coc3ccc(O)cc3c2=O)SC1=S,-3%,-5%,9%,-1%,26%,-6%,-1%,-2%,-5%,1,-13%
COC(=O)c1ccc(C(=O)N(CCN(C)C)c2nc3c(Cl)cccc3s2)cc1,11%,-2%,3%,-1%,27%,-5%,-5%,-4%,-6%,10,0%
CCC(=O)n1nc(-c2ccc(Cl)cc2)nc1N,5%,-1%,-8%,-2%,22%,5%,1%,1%,-5%,6,-11%
CN1CCN(C(=O)C23CC4CC(C2)CC(c2ccccc2)(C4)C3)CC1,8%,3%,0%,11%,3%,8%,-6%,4%,0%,-3,-14%
CC(=O)c1sc(NC(=O)c2cc(S(=O)(=O)N3CCOCC3)ccc2F)nc1C,0%,0%,-5%,2%,?,?,11%,-1%,-1%,-7,-81%[inhibitor]

# Record cards, as listed above:
# Profile of Cc1cccnc1NC(=O)Nc1ccc(Cl)cc1 : Eya2 phos inh = ?; PTAP TSG101 blk = 1%; Tb PFK inh = -3%; S-ASM inh = -1%; ELG1 DNA repair = ?; BCR signal inh = 1%; Mito fusion yeast = 0%; TCR act = -1%; A-T KAP1 phos = -5%; TSHR antag = 8; Integrin act MD = 13%
# Profile of O=C(NCc1ccc(F)cc1)c1cc2c(s1)CCCC2 : Eya2 phos inh = 4%; PTAP TSG101 blk = -9%; Tb PFK inh = -14%; S-ASM inh = -2%; ELG1 DNA repair = 22%; BCR signal inh = ?; Mito fusion yeast = 5%; TCR act = -4%; A-T KAP1 phos = -2%; TSHR antag = 1; Integrin act MD = 13%
